Assay outcomes as filed in PubChem BioAssay.
PfM18AAP inh – PfM18AAP inhibitors, malaria aminopeptidase, primary screen, biochemical, QFRET, recombinant enzyme. inhibition, % at 7.35 µM. M18 aspartyl aminopeptidase (Plasmodium falciparum 3D7). actives 1.2% (n = 290,000). AID 1822, 2009. H-Glu-NHMec fluorogenic cleavage;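 active means inhibition above the campaign mean inhibition over all tested compounds plus 3 SD, cut at about 28% in these data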;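 further: 0% = plate median of test compound wells and 100% = 2 mM ZnCl2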
VIM-2 inhibitor – VIM-2 metallo-beta-lactamase inhibitors, primary screen, biochemical, epi-absorbance readout, Pseudomonas aeruginosa enzyme; purified VIM-2, nitrocefin hydrolysis, epi-absorbance fluorescence; inhibition, % at 5.6 µM; AID 1527, 2009; actives 0.89% (n = 290,000);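 active means inhibition above the mean of all tested compounds plus 3 SD, cutoff set per screening run, cut at about 7.5% in these data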;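 further: red hydrolysis product quenches plate fluorescence so inhibitors raise well fluorescence; 0% = enzyme with DMSO and 100% = DMSO without enzyme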
UBC9 SUMO inh – inhibitors of in vitro SUMOylation cascade, primary screen, biochemical, HTRF, uHTS; SUMO-conjugating enzyme UBC9 (Homo sapiens), P63279; HTRF SUMOylation assay, SAE1/SAE2 + UBC9; AID 2006, 2009; inhibition, % at 35 µM; actives 0.36% (n = 290,000); in the data active means inhibition above about 50%, passing the limit was not always enough; further: strong numbers were not always called active
IDE cell activ – human IDE activators in live cells, primary screen, fluorescence polarization, HEK cells, FAbeta-B substrate | actives 0.073% (n = 340,000) | activation, % at 5.96 µM | FAbeta-B cleavage; 0% vehicle, 100% cell-free pure enzyme wells;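 active means activation above the mean of all tested compounds plus 3 SD, set per screening campaign, cut at about 17% in these data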
Target sequence (P14735 whole entry, looked up): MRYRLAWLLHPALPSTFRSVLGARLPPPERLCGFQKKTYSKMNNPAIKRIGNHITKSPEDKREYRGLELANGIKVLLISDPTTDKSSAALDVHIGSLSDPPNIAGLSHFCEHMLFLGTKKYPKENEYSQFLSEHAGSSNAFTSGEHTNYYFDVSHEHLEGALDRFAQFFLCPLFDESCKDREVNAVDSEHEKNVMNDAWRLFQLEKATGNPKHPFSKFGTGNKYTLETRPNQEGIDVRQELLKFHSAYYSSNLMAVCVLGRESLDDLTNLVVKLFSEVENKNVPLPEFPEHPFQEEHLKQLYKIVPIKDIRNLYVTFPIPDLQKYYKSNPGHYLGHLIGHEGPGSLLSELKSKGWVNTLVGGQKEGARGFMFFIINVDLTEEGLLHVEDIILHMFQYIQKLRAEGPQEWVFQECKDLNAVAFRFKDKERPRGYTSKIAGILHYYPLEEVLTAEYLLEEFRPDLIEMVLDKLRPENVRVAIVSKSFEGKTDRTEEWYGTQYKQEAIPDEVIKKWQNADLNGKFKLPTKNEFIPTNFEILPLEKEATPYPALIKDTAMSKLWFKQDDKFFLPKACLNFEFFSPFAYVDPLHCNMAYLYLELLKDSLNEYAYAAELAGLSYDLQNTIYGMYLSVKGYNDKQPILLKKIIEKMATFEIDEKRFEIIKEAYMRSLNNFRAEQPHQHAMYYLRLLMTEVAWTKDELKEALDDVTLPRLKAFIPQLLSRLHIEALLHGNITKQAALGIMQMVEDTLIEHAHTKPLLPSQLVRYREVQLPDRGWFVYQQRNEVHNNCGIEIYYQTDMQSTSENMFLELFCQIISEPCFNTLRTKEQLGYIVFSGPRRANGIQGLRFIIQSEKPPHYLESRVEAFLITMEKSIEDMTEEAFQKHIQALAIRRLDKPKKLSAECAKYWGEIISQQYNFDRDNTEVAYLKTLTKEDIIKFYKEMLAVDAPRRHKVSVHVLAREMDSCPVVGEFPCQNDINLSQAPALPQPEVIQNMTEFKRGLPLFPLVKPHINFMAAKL
pCIP destab – p/CIP-EGFP fusion destabilizers, primary screen, fluorescence, F442A cells | Q05BA5 | 16 h | decrease of EGFP signal, % at 10 µM | actives 0.01% (n = 290,000) | AID 1984, 2009;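 active means EGFP signal decrease of at least 30% at 10 µM or well 3 SD below plate mean, unless failing retest; inactive means the rest, including hits failing retest or dose response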; further: some compounds called inactive have numbers as strong as hits; many of its hits are not listed in these tables
FID counter – compounds displacing fluorescent DNA intercalator, primary screen, artefact control for HCV NS3 helicase inhibitor project, biochemical, FID fluorescence; DNA fluorescent intercalator displacement; inhibition, % at 7.9 µM; actives 0.17% (n = 290,000); AID 1845, 2009; in the data active means inhibition above about 37%;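 further: 0% = vehicle and 100% = reference compound; higher means more ethidium bromide displaced from hairpin DNA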
NS3 helicase inh – inhibitors of HCV NS3 helicase, primary screen, biochemical, Cy5 molecular beacon fluorescence; NS3 helicase DNA unwinding; Hepatitis C virus NS3 helicase; AID 1800, 2009; actives 0.56% (n = 290,000); inhibition, % at 10.9 µM;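 active means inhibition above the mean of all tested compounds plus 3 SD, set per campaign, cut at about 35% in these data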;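 further: 0% = DMSO wells and 100% = thioflavine S control wells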
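test system = hepatitis C virus NS3 helicase domain fragment enzyme | reagent = annealed dual-labelled DNA beacon duplex, ATP-started | times = 1 h at 25 °C | detection = Cy5 fluorescence, 0 and 60 min reads | read-out basis = percent inhibition from t60/t0 fluorescence ratio | control set = DMSO and thioflavine S | replication = one well per compound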
IMP-1 inh – IMP-1 metallo-beta-lactamase inhibitors, primary screen, biochemical, epi-absorbance readout, Pseudomonas aeruginosa enzyme; purified IMP-1, nitrocefin hydrolysis, epi-absorbance fluorescence; actives 0.45% (n = 290,000); metallo-beta-lactamase IMP-1 (Pseudomonas aeruginosa); inhibition, % at 5.6 µM;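 active means inhibition above the mean plus 3 SD of all compounds in the same screening run, cut at about 4.5% in these data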;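 further: 0% = IMP-1 with DMSO and 100% = DMSO wells lacking enzyme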
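Assay system: purified IMP-1; Quantity: IMP-1 0.2 nM before substrate addition; Medium: HEPES buffer pH 7.1 with ZnSO4 and Brij 35; Incubation: 15 min enzyme–compound preincubation, then 25 min nitrocefin reaction, 25 °C; Signal: fluorescence quenching readout, ex 480/em 530 nm; Controls: DMSO with and without IMP-1; Repeats: singlicate testing.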
IDE inh – human IDE inhibitors in live cells, primary screen, fluorescence polarization, HEK cells, FAbetaB substrate | Insulin-degrading enzyme (Homo sapiens), P14735 | FAbetaB cleavage | inhibition, % at 5.59 µM | actives 0.41% (n = 320,000) | AID 434962, 2010;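 active means percent inhibition above the average of all tested compounds plus 3 SD, set per screening campaign, cut at about 16% in these data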;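 further: IDE supplied by intact live HEK cells; FP after avidin binding of uncleaved biotin substrate so inhibition keeps polarization high; 0% = DMSO wells and 100% = 60 µM reference IDE inhibitor Ii1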
An asterisk follows results filed as active; / = no result given; & = joins results of further samples. This is a random part of the collection. About 3.6% of those tested had a hit in this group.

Second line of a record – PfM18AAP inh, VIM-2 inhibitor, UBC9 SUMO inh, IDE cell activ, pCIP destab, FID counter, NS3 helicase inh, IMP-1 inh, IDE inh
> CN(Cc1nc(-c2cnccn2)no1)Cc1n[nH]c2c1CCCC2
    -9, -5.2, -10, 0, -20, -8, 10, -3.5, /
> CC(=O)c1cccc2c(O)c(C3=Nc4ccccc4C3=O)[nH]c12
    4, -2.4, 24, -1, -12, -6, -6, -5.2, 7
> O=C(O)C1CCCCC1C(=O)Nc1cnn(Cc2ccccc2)c1 (configuration not stated)
    3, -3.9, 26, -3, 1, -9, -5, -0.7, 2
> CCCN(CCC)c1c([N+](=O)[O-])c(=O)oc2ccccc12
    -1, -2.9, 2, 4, -1, -5, 1, -3.3, 0
> CCOC(=O)N1CCN(c2c(NCCc3ccc(C)cc3)c(=O)c2=O)CC1
    6, -0.6, 7, 6, -11, -5, -1, -2.4, 0
> CCOC(=O)N1CCN(C(=O)c2ccc3c(c2)sc2nc(-c4ccccc4)cn23)CC1
    25, -1.0, 24, 0, -6, -32, -5, -2.9, 3
> CNC(=O)c1c(C)nn(-c2ccc(F)c(Cl)c2)c1-c1cc(C)on1
    -9, -1.9, 4, /, -14, -2, 2, -2.3, -1
> Cc1ccc(NC(=O)C(=O)NCc2ccc(/C=C(/C#N)C(=O)NCc3cccnc3)o2)cc1C
    -2, -2.0, 14, -5, -5, -3, 1, -2.6, 2
> Cc1ccc(NC(=O)CN2CCc3ccccc3C2)cc1F
    -4, -0.5, 2, 7, 0, -1, -15, -1.7, -10
> Cc1cccc(NC(=O)COC(=O)c2ccc3c(=O)n4c(nc3c2)CCC4)c1
    4, -0.1, 3, 1, -4, -14, 2, -4.0, 3
> CCOC(=O)Nc1ccc2c(CN(C)Cc3ccc(F)cc3)cc(=O)oc2c1
    0, 0.5, 23, -1, 8, -7, 2, -3.9, 5
> COc1ccc(C(NC(=O)/C=C\c2ccco2)c2ccc(OC)c(OC)c2)cc1 (configuration not stated)
    -37, -3.9, 23, 3, -5, -26, 37*, -1.2, -3
> CC12CC(NC(=O)N1c1cccc(C(=O)NCc3ccccn3)c1)c1ccccc1O2 (configuration not stated)
    4, -2.6, 0, 4, -4, -38, 1, -1.9, -1
> CCCSc1cc(NCCOC(=O)CCC)c([N+](=O)[O-])c2nonc12
    -20, -1.9, 44, -2, 1, 7, -3, -3.4, -2
> Cc1nc2ccccc2c(=O)n1/N=C/c1cn[nH]c1-c1ccccc1
    -16, -1.4, 24, /, -12, -4, 6, -3.1, 1
> COCC(=O)Nc1ccc(S(=O)(=O)Nc2cc(C)nc(C)n2)cc1
    -1, -1.2, -2, 4, -14, 0, -2, -1.2, -6
> O=C(N/C(=C\c1ccco1)C(=O)N1CCOCC1)c1ccc([N+](=O)[O-])cc1
    6, 0.4, 7, 2, -22, -7, 0, 0.3, 1
> CC(C)CC(=O)Nc1cc([N+](=O)[O-])ccc1Cl
    -4, -0.7, 9, 3, -19, 5, 6, -0.3, 1
> CCOC(=O)c1ccc(NC(=S)N2CCCC(C)C2)cc1 (configuration not stated)
    -5, 0.3, 4, 0, -8, -14, -6, -2.6, 0
> CCN(CC)CCCNC(=O)Cn1ncc2c(=O)oc3ccc(C)cc3c21
    /, /, -3, 7, -5, /, /, /, -2
> COc1ccccc1/C=C/C(=O)NCc1ccccn1
    -9, 1.8, 13, 1, -9, -4, 12, -4.1, -8
> COc1ccc(C(=O)NCC(=O)OCC(=O)c2ccc(Cl)cc2)cc1OC
    3, -1.5, -8, 0, -7, -11, -2, -0.7, 2
> C=CCNC(=O)CC1C(=O)NCCN1Cc1ccc(-c2ccccc2)cc1 (configuration not stated)
    -17, -0.4, 2, -4, -2, -20, -4, -1.9, 1
> CCOC(=O)CC(NC(=O)C1c2ccccc2Oc2ccccc21)c1ccccc1Cl (configuration not stated)
    -10, -4.5, 14, 2, 6, -5, 3, -3.1, 8
> O=[N+]([O-])c1cccc(S(=O)(=O)N2CCc3ccccc3C2)c1
    -2, -3.1, 2, 2, 0, -2, 5, -3.1, 3
> CCc1cccc2c(C(=O)C(F)(F)F)cn(CC(=O)N3CCOCC3)c12
    0, -2.5, -5, 1, -7, -18, 10, -2.9, 0
> O=C(c1cc2c(=O)oc3ccccc3c2s1)N1CCOCC1
    -10, -0.4, -4, 3, -6, -5, -5, -3.2, 1
> NC(=O)c1sc2nc3c(c(-c4ccc(Cl)cc4)c2c1N)CCCC3
    10, 1.2, 8, -2, 0, -16, 9, -1.3, 7
> COc1cccc2cc(C(=O)NCCN3CCOCC3)oc12
    0, -2.6, 4, 2, -19, -4, -1, -4.2, 1
> CC(C)CCN1C(=O)c2ccc(C(=O)Nc3ccc(Br)cc3C(=O)O)cc2C1=O
    0, 1.5, 36, 5, 7, 10, 16, -0.9, 3
> CCOc1ccc(NC(=O)CN(C)C(=O)c2ccc3c(c2)C(=O)N(CCC(C)C)C3=O)cc1OCC
    -2, -3.4, -7, -2, -2, -24, -11, -1.6, 0
> Cc1ccc(C)c(S(=O)(=O)N2CCCOC2CNC(=O)C(=O)NC2CCCCC2)c1 (configuration not stated)
    8, 0.4, 2, 3, -2, -36, 9, 1.0, -3
> Cc1ccc(-n2c(Cn3nc(C(F)(F)F)cc3C)n[nH]c2=S)cc1
    6, -5.4, 11, -5, -2, -20, -2, -1.3, -3
> CCN(CC)S(=O)(=O)c1cccc(NC(=O)COc2ccc(Cl)cc2Br)c1
    0, -1.0, -15, 5, 10, -4, -6, -0.1, 11
> COc1cccc(C2C(C(N)=O)=C(C)Nc3nc(CCCO)nn32)c1OC (configuration not stated)
    4, -4.9, 2, -4, -8, 0, 1, -4.4, 0
> COc1cccc(/C=N/n2c(COc3ccccc3)n[nH]c2=S)c1
    24, -5.4, -4, -2, -6, -29, 7, -4.3, 6
> Cc1ccc(C2=NNC(=O)C(c3ccc(Cl)cc3)C2)cc1 (configuration not stated)
    0, -4.8, 5, -4, 3, -27, -6, -0.5, 0
> Cc1ccc(C(=O)N2CCCC(CCC(=O)NCc3ccccc3F)C2)cn1 (configuration not stated)
    5, -2.8, 13, 2, -10, -17, 8, -1.3, -2
> CC[n+]1c(/C=C2\C=C(C)CC(C)C2)sc2ccccc21 (configuration not stated)
    27, 0.3, -29, -6, -1, -13, 4, -2.6, -2
> O=C(CC1OC(=O)c2ccccc21)NC1CCCCC1 (configuration not stated)
    1, -1.8, 9, 2, -13, -2, 1, -1.6, 0
> Cc1occc1C(=O)NNC(=S)NCC(C)C
    20, -1.9, -8, 0, 4, 2, 8, -3.0, 2
> CC(C)=CCN1CCN(Cc2cn[nH]c2C2CCCCC2)CC1CCO (configuration not stated)
    -10, -3.4, -6, /, 5, 5, 0, -3.1, 9
> O=C(c1ccccc1)N1CCCOC1c1ccccc1 (configuration not stated)
    3, -2.8, -12, 5, 4, 6, 0, -1.4, -5
> COc1cccc(NC(=O)Nc2ccc(Cc3ccncc3)cc2)c1
    0, -2.1, 18, 0, -3, -10, -5, -4.2, -2
> COc1ccc(CNC(=O)CSc2nnc3c(n2)[nH]c2ccccc23)cc1
    1, -1.0, -1, 3, 4, -3, 3, -1.1, -1
> COc1ccc(OC)c(-n2nnnc2SCC(=O)N2CCN(C(=O)c3ccco3)CC2)c1
    0, -2.3, -10, 6, -21, -18, -4, -3.1, 0
> O=C(CCC(=O)N1CCOc2ccc(Cl)cc21)NCCCN1CCC(Cc2ccccc2)CC1
    1, -0.3, -8, 2, -11, 18, -82, -1.2, 4
> O=S1(=O)CCC(NCC2CCCO2)C1 (configuration not stated)
    -3, -2.2, -1, 3, -3, 5, -8, -1.6, 1
> O=C(N/N=C/c1cccnc1)c1ccc(S(=O)(=O)N2CCCCCC2)cc1
    -2, -3.1, 23, 5, -15, -17, -2, -0.8, 5
> Cn1cnnc1SCC(=O)c1cc2ccccc2o1
    1, -4.1, -6, -2, -14, -5, -5, -1.4, -2
> COc1ccccc1S(=O)(=O)CC(O)COc1ccccc1Cl (configuration not stated)
    -2, -1.6, 14, -1, -2, -11, -4, -0.6, 2
> COc1ccc(C(=O)NCc2cn3ccsc3n2)cc1OC
    1, -0.3, -8, 8, 5, -7, 7, -3.8, 1
> Cc1cc2ccccn2c1C(=O)c1ccc(S(=O)(=O)N(C)C)cc1
    4, -0.6, 9, -1, -6, -13, -11, 0.1, 11
> Cc1ccc(S(=O)(=O)NCC(=O)OCC(=O)c2ccc(Br)s2)cc1
    6, -2.5, -1, 2, 1, -9, 1, -0.8, 0
> O=C(CSc1nncn1-c1cccnc1)Nc1cccc(C(F)(F)F)c1
    -1, -2.2, 3, 0, 1, -10, -1, -3.9, -3
> COc1cc(/C=C(\C#N)C(=O)NCC2CCCO2)c([N+](=O)[O-])cc1OC (configuration not stated)
    30*, -4.2, 0, 6, -14, 2, 21, -1.6, 5
> Clc1ccccc1-c1nn2c(-c3ccccn3)nnc2s1
    24, 4.4, 26, 1, -16, 3, -5, -3.1, -2
> COC(=O)c1ccccc1OCCCN(C)C
    -5, -3.0, -6, 9, -1, 9, 18, -2.9, -3
> COC(=O)c1ccccc1NC1=C/C(=N\S(=O)(=O)c2cccs2)c2ccccc2C1=O
    18, 4.4, 58, 0&2, -8, 3, 17, 5.0*, 1
> COc1cc(NC(=O)N[C@@H](Cc2c[nH]c3ccccc23)C(=O)O)c(C(=O)O)cc1OC
    -14, -0.9, 7, 8, -9, -5, -6, -3.7, /

(next part)
Second line of a record – PfM18AAP inh, VIM-2 inhibitor, UBC9 SUMO inh, IDE cell activ, pCIP destab, FID counter, NS3 helicase inh, IMP-1 inh, IDE inh
> CCCCC(=O)/C=C/n1c(=S)oc2ccccc21
    3, -4.3, 16, -1, -10, -4, 9, -1.3, -2
> CCC(=O)NC(Nc1sc2c(c1C(=O)OC)CCCC2)(C(F)(F)F)C(F)(F)F
    2, -1.0, -7, -2, -6, -12, -6, -1.2, 0
> CC(=O)Nc1ccc(NC(=O)c2cccc3c2-c2ccccc2C3=O)cc1
    -10, 1.9, 14, 5, 19, 11, 5, -2.3, 0
> O=S(=O)(Cc1ccccc1)Nc1ccc(F)cc1
    -3, 0.9, 15, 1, -2, -3, -2, -1.9, /
> CS(=O)(=O)N1CCN(c2ccccc2[N+](=O)[O-])CC1
    -14, 3.2, 6, 2, -6, -1, 2, -0.1, 1
> CCN1C(=O)C(CC(=O)NCc2ccc(Cl)cc2)N(CC)C1=O (configuration not stated)
    -9, -3.0, 4, 0, -17, -3, -5, -6.5, 0
> O=C(O)C1CCCN1C(=O)NC1CCCCC1 (configuration not stated)
    3, 0.8, -1, -6, 14, 2, 5, 1.3, 4
